NRP1-CendR mod: modulators of CendR peptide binding to NRP-1, primary screen, biochemical, fluorescence polarization, uHTS; Neuropilin-1 (Homo sapiens), O14786; hit rate 0.85% among 360,000; AID 602438, 2012; inhibition, % at 25 µM; FAM-RPARPAR peptide binding to NRP-1;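 active = inhibition or corrected inhibition above about 18%, plus a signal ratio from 0.5 to 1.5, limit read from the data, passing the limit was not always enough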; note: strong numbers were not always called active
eLon inh: inhibitors of E. coli Lon protease, primary screen, biochemical, fluorescence polarization | P0A9M0 | purified E. coli Lon protease | inhibition, % at 7.94 µM | hit rate 0.42% among 360,000 | AID 602123, 2011; in the data active = inhibition above about 13%, passing the limit was not always enough;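 note: 0% = enzyme with probe and DMSO and 100% = no enzyme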
PABP1 MLLE inh: inhibitors of PABP1 MLLE–PAM2 peptide binding, primary screen, biochemical, fluorescence polarization, FITC-PAM2, GST-MLLE. Polyadenylate-binding protein 1 (Homo sapiens), P11940. inhibition, % at 20 µM. hit rate 0.36% among 360,000; in the data active = inhibition above about 35%, passing the limit was not always enough;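 note: plate controls were DMSO wells with GST-MLLE for no effect and wells lacking GST-MLLE protein for full effect; some results filed as inactive read as strong as hits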
Neddyl block: inhibitors of cullin neddylation, primary screen, biochemical, TR-FRET, uHTS, NAE and Ubc12 | hit rate 0.58% among 360,000 | AID 651699, 2012 | calls only at 25 µM; in the data active = inhibition above about 36%
MsrA act: bovine MsrA enzyme activators, primary screen, biochemical, absorbance, HTS; Methionine sulfoxide reductase A (Bos taurus); purified bovine MsrA, absorbance read-out; activation, % at 10.6 µM; hit rate 0.3% among 360,000; in the data active = activation above about 7.5%;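 note: 0% = vehicle and 100% = reference activator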
FAS-TE inh: FAS thioesterase domain inhibitors, primary screen, biochemical, fluorescence intensity, uHTS; AID 602261, 2012; inhibition, % at 15 µM; hit rate 0.67% among 360,000; Fatty acid synthase (Homo sapiens), P49327; recombinant FAS-TE, OMFH fluorogenic substrate, fluorescence endpoint;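 active = compounds whose normalised, plate-corrected inhibition of enzyme fluorescence in the single-dose primary screen is 50% or more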;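 note: 0% = DMSO with enzyme and 100% = substrate without enzyme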
SKN-1 inh: suppressors of acrylamide-induced Pgst-4::GFP reporter in worms, primary screen, SKN-1 inhibitor project, whole organism, uHTS, GFP/RFP fluorescence ratio, strain VP596 | inhibition, % at 21.8 µM | AID 624304, 2012 | hit rate 0.49% among 360,000 | C. elegans VP596 Pgst-4::GFP/RFP ratio, 24 h;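 active = interference check ratio from 0.5 to 1.5 plus GFP to RFP signal ratio inhibition reaching or exceeding a fixed threshold, cut at about 30% in these data, passing the limit was not always enough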; note: some compounds called inactive have numbers as strong as hits
Rin1 Abl inh: inhibitors of Rin1-Abl protein binding, primary screen, biochemical, TR-FRET. inhibition, % at 7.35 µM. hit rate 0.4% among 360,000; in the data active = inhibition above about 5%, passing the limit was not always enough
Target sequence (P00519 whole entry, looked up): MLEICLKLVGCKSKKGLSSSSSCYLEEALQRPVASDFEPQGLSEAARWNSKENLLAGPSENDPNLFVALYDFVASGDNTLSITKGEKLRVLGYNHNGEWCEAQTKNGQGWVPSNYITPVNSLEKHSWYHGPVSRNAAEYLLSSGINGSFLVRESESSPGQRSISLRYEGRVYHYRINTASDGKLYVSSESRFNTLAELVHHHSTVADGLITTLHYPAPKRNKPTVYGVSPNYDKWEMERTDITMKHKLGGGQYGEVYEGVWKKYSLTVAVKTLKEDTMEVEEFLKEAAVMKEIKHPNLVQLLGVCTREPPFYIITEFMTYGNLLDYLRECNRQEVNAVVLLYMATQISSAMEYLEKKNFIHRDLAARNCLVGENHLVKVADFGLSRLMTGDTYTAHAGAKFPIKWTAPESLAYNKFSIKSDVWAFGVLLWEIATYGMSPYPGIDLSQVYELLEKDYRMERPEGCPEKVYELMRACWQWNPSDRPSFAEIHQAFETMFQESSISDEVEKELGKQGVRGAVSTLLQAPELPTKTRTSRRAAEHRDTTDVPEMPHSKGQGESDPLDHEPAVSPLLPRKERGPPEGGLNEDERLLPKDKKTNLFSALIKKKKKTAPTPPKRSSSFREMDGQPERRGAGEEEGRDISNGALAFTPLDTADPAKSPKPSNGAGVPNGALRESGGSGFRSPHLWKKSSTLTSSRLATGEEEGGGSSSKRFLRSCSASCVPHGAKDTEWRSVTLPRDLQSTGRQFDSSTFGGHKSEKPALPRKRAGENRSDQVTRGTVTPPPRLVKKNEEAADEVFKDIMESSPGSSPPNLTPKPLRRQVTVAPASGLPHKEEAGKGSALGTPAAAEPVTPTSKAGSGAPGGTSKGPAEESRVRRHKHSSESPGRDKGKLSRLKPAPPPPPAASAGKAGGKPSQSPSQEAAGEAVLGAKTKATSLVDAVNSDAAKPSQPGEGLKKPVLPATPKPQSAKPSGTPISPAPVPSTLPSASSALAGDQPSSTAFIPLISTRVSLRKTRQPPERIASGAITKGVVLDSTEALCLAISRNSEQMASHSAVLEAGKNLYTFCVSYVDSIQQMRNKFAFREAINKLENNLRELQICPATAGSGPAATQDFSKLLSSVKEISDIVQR
Target sequence (Q13671 whole entry, looked up): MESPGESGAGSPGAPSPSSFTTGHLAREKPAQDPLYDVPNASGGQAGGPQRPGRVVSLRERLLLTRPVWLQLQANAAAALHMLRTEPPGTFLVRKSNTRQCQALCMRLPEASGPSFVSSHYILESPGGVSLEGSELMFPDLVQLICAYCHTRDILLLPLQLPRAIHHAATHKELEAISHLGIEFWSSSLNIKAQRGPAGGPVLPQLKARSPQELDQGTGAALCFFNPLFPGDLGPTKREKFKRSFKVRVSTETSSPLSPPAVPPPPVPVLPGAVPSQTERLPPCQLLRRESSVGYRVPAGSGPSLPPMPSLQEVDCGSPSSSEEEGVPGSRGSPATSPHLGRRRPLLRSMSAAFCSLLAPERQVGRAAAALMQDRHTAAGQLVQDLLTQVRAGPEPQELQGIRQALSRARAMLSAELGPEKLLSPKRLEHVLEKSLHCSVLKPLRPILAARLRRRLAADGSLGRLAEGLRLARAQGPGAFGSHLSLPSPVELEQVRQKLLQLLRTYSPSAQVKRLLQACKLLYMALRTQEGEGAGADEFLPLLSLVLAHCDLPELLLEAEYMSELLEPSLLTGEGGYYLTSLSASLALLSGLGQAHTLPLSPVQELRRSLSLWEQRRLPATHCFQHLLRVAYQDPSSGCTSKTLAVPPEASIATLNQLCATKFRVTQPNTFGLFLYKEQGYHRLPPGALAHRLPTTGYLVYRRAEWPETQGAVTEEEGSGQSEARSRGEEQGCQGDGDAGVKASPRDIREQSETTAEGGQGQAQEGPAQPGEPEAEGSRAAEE
MT1-MMP act inh: blockers of MT1-MMP proenzyme processing, primary screen, HT1080 RFP-PRO-GFP cells, GFP/RFP fluorescence; hit rate 0.061% among 360,000; AID 651647, 2012; GFP/RFP ratio change, % at 20 µM; GFP/RFP ratio fluorescence, overnight; percent of plate control window, DMSO zero;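 active = GFP/RFP ratio change of at least 30% with cell ATP level not reduced by more than half and red fluorescence within 50% of control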; note: strong numbers were not always called active
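Test system: HT1080 RFP-PRO-GFP cells; Benchmarks: DMSO and RFP-L50D-GFP cell wells; Timing: cells overnight before dosing, compound overnight, 37 °C, 5% CO2; Compound: one 20 µM compound dose with 1% DMSO; Read-out: GFP/RFP fluorescence ratio.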
Numbers without * were called inactive; i = inactive; . = not tested or not shown; + = active, no number; & = joins results of further samples.

SMILES	NRP1-CendR mod	eLon inh	PABP1 MLLE inh	Neddyl block	MsrA act	FAS-TE inh	SKN-1 inh	Rin1 Abl inh	MT1-MMP act inh
CC1CN(C(=O)c2cccc(C(=O)N3CC(C)OC(C)C3)c2)CC(C)O1 (configuration not stated)	-7	0	-13	i	-6	-7	-16	4	-1
COc1ccc(N=Cc2ccc(-c3ccccc3)o2)cc1	4	-8	1	i	-2	-2	1	-2	5
CCCN(CC(=O)Nc1ccccc1OC)C(=O)c1ccc(=O)[nH]c1	7	-4	-2	i	-1	-6	20	0	-1
O=C(O)Cc1sc(Nc2cccc3ccccc23)nc1-c1ccccc1	-22	-42	-91	i	-2	15	11	-4	0
CCOc1ccccc1N(CC(=O)NCCc1ccc(OC)cc1)S(=O)(=O)c1ccc(C)cc1	-13	19	7	i	-2	22	-1	7	3
Cc1oc(-c2ccccc2F)nc1CS(=O)(=O)CC(=O)NCc1ccco1	3	-4	-13	i	-1	-3	11	-1	3
COc1ccc(NC(=O)C[C@H]2C(=O)N(c3ccc(OC)cc3)C[C@@H]2CSC)cc1	-5	1	-15	i	-3	6	-20	-2	0
Cn1cccc1/C=C1\Cc2ccccc2C1=O	-10	-42	-4	i	-5	1	17	-11	-6
COC(=O)CCC(=O)N(CCN(C(=O)CCC(=O)OC)c1ccccc1)c1ccccc1	9	4	-4	i	-12	-3	1	3	1
COc1ccc(N(C(=O)c2snc(C(N)=O)c2N)C(C(=O)NCC2CCCO2)c2ccc3ncccc3c2)cc1OC (configuration not stated)	4	7	-9	i	0	-2	11	-2	1
O=C(CSc1nnc2ccccn12)NNC(=O)c1cccc([N+](=O)[O-])c1	-13	-8	4	i	-2	-3	2	1	1
CC(/C=N/NC(=O)c1nnn(-c2nonc2N)c1CN(C)C)=C\c1ccco1	-2	8	-10	i	-3	-2	-1	-4	7
O=C(NCc1cc(C(F)(F)F)ccc1F)C1CCC(=O)N(C2CC2)C1 (configuration not stated)	18	-2	-4	i	-3	-6	-3	3	1
Cc1c(O)cccc1C(=O)N[C@@H](CSc1ccccc1)[C@H](O)CN1C[C@H]2CCCC[C@H]2C[C@H]1C(=O)NC(C)(C)C	-5&-10	0&-3	13&5	i	1&2	16&19	11&5	-3&-1	-12&-14
COc1ccc(/C=C2\SC(=S)N(CC(=O)N(C)C3CCS(=O)(=O)C3)C2=O)cc1 (configuration not stated)	9	5	1	i	-2	-9	14	-4	0
O=C(NNC(=O)c1cc(-c2ccc(Cl)cc2)nc2ccccc12)c1csc(N2CCOCC2)n1	3	-11	27	i	3	18	-9	-5	6
O=C(CCN=C1NS(=O)(=O)c2ccccc21)OCC(=O)c1ccc(F)cc1	-1	-11	-15	i	-1	-3	18	0	-3
CC1CCN(C(=O)C2CCC(CNc3c(N4CCCCC4)c(=O)c3=O)CC2)CC1 (configuration not stated)	1	-9	7	i	-2	-2	3	-2	1
CCC(=O)c1ccc(OCC(O)CNCCc2ccc(Cl)cc2)cc1 (configuration not stated)	1	-3	0	i	-3	-6	0	1	-2
CCCCc1c(C)nc(N2CCCC2)[nH]c1=O	-8	-6	1	i	-2	-6	11	0	1
O=C1CN(C(=O)COC(=O)CCNS(=O)(=O)c2ccc(Cl)cc2)c2ccccc2N1	3	-9	9	i	-2	3	-11	-4	2
COc1ccccc1NC(=O)CN1CCC(c2nc3ccc(C)cc3[nH]2)CC1	-3	1	-2	i	1	0	6	-1	5
Cc1ccnc(SCCn2c(N3CCN(Cc4ccccc4)CC3)nc3c2c(=O)[nH]c(=O)n3C)n1	-4	-4	-9	i	0	-9	0	-2	0
CCCN(CC(=O)Nc1ccc(F)c(F)c1F)C(=O)Cc1ccc(S(=O)(=O)N2CCOCC2)s1	-33	-47	-22	i	-4	7	-16	2	-1
CCCCCCNS(=O)(=O)c1ccccc1Br	3	-4	-6	i	0	12	3	0	12
COc1ccc(C2CC(C(F)(F)F)n3ncc(C(=O)O)c3N2)cc1OC (configuration not stated)	0	-7	1	i	-4	-6	4	-2	3
NC(=O)N/N=C/c1coc2ccc3ccccc3c2c1=O	8	2	2	i	-1	-2	5	-1	-4
Nc1scc2c(C(=O)N/N=C/c3ccc(Cl)cc3)nn(-c3ccccc3)c(=O)c12	1	15*	-7	i	3	16	7	5	25
Cc1ccc(NC(=O)CS(=O)CC(=O)NC2CCN(Cc3ccccc3)CC2)c(C)c1 (configuration not stated)	2	-2	2	i	-1	-4	17	5	6
COC(=O)[C@]12CCCCC=C1N(CCc1ccc(OC)c(OC)c1)C(=O)[C@H](CC(=O)N1CCN(C(=O)C3CC3)CC1)C2	11	.	.	i	.	.	12	.	1
Cc1ccsc1C(=O)N1CC(=O)Nc2ccccc21	-2	2	2	i	-7	-10	7	4	-4
Cc1onc(-c2ccccc2)c1C(=O)N/N=C/c1ccco1	-10	0	-6	i	-3	-2	1	-1	0
COCc1cc(=O)n2[nH]c(-c3cccc(Br)c3)cc2n1	2	-2	5	i	0	-4	15	-1	-3
CCOCCc1nnc(NC(=O)c2cccc(F)c2)s1	0	-12	-5	i	-4	-4	5	3	-2
Cc1sc2ncn(CC(=O)NCC(=O)N3CCN(c4ccccc4F)CC3)c(=O)c2c1C	9	19*	-12	i	-4	-1	-5	26*	1
COc1ccc(/C=N/Nc2cc(OC)ncn2)cc1	-4	-13	-5	i	-5	-13	-5	-2	1
CCc1ccc(N(C(=O)c2ccoc2C)C(C(=O)NC2CCCC2)c2ccc(OC)cc2)cc1 (configuration not stated)	3	-1	22	i	-8	48	4	-5	-15
Cc1cc(C)n(CCO)c(=O)n1	8	-1	4	i	0	-6	-19	1	-5
Cc1cc2oc(=O)cc(CN3CCCCCCC3)c2cc1Cl	0	-17	-10	i	0	7	19	2	2
COc1cc([N+](=O)[O-])c(OC)cc1SCc1n[nH]c(=S)n1-c1ccc(F)cc1	-3	1	-23	i	2	11	-5	4	2

Four entries from above, with bars between the fields.
Compound | NRP1-CendR mod | eLon inh | PABP1 MLLE inh | Neddyl block | MsrA act | FAS-TE inh | SKN-1 inh | Rin1 Abl inh | MT1-MMP act inh
Nc1scc2c(C(=O)N/N=C/c3ccc(Cl)cc3)nn(-c3ccccc3)c(=O)c12 | 1 | 15* | -7 | i | 3 | 16 | 7 | 5 | 25
Cc1ccc(NC(=O)CS(=O)CC(=O)NC2CCN(Cc3ccccc3)CC2)c(C)c1 (configuration not stated) | 2 | -2 | 2 | i | -1 | -4 | 17 | 5 | 6
COC(=O)[C@]12CCCCC=C1N(CCc1ccc(OC)c(OC)c1)C(=O)[C@H](CC(=O)N1CCN(C(=O)C3CC3)CC1)C2 | 11 | . | . | i | . | . | 12 | . | 1
Cc1ccsc1C(=O)N1CC(=O)Nc2ccccc21 | -2 | 2 | 2 | i | -7 | -10 | 7 | 4 | -4

Going on with the list.
SMILES	NRP1-CendR mod	eLon inh	PABP1 MLLE inh	Neddyl block	MsrA act	FAS-TE inh	SKN-1 inh	Rin1 Abl inh	MT1-MMP act inh
CC(=O)Nc1ccc(NC(=O)COc2cc(O)c3c(c2)OC(C)(C)CC3=O)cc1	4	1	-1	i	-1	-5	-2	-1	0
COc1cccc(C(=O)Cn2c(=O)n(CC3CCCO3)c(=O)c3ccccc32)c1 (configuration not stated)	-4	4	16	i	-2	-1	-9	-3	-2
COc1ccc(C(=O)Nc2nc3ccccc3s2)cc1OC	4	-18	-1	i	-1	-1	5	-2	0
COc1ccc(CCNS(=O)(=O)c2c(N)n(C)c(=O)n(C)c2=O)cc1OC	-12	-2	-2	i	-5	-10	-4	-2	1
Oc1ccccc1Nc1ncnc2c1oc1ccccc12	7	1	-8	i	-1	-2	12	-4	-3
OC(c1ccccc1)C(NCCNCc1ccccc1)c1ccccc1 (configuration not stated)	0	-16	-9	i	-1	-6	6	1	1
O=C(CCn1c(=O)oc2ccccc21)N1CCN(c2ccccc2F)CC1	-13	-3	-6	i	2	3	13	-1	4
CO/N=C/c1cn(-c2ccc(Cl)cc2)nn1	4	-9	-3	i	-13	-7	21	4	.
CCOC(=O)c1sc(N/N=C/c2cccc(C)c2)nc1C	1	1	-9	i	-4	0	27	-2	-2
O=C(CCN1c2ccccc2Sc2ccccc21)Oc1ccccc1	5	2	0	i	-4	32	9	4	1
COc1ccc(-c2cc(C(=O)N/N=C(\C)c3cccnc3)c3cc(C)ccc3n2)cc1OC	-5	-4	4	i	-4	0	27	-4	-2
Cc1cc(C)cc(-n2c(SC(C)C(=O)NCc3ccc4c(c3)OCO4)nc3ccccc3c2=O)c1 (configuration not stated)	-12	-13	-8	i	-2	19	-2	-1	-2
CC(=O)Nc1ccc(Nc2nc3ccccc3nc2NS(=O)(=O)c2ccccc2)cc1	-38	-19	-11	i	-6	-3	-9	-2	-8
COC(=O)c1cn(-c2ccccc2)nc1-c1ccc(OC)cc1	4	-8	1	i	-7	34	4	0	-1
COCCCN1C(=O)C(CC(=O)NC(c2ccccc2)c2ccccc2)CC(C(=O)N(C(C)C)C(C)C)=C1C (configuration not stated)	11	-18	3	i	-2	-2	1	0	0
COc1ccc(CN2CCNC(=O)C2CC(=O)NC2CCCCC2)c(OC)c1 (configuration not stated)	9	-14	-9	i	-3	-4	-2	3	-4
Cc1cc(C)cc(NC(=O)C(OC(=O)c2ccc(NC(=O)CC#N)cc2)c2ccccc2)c1 (configuration not stated)	-8	-41	-27	i	-3	23	-5	1	-1
CCc1sc(C(=O)NC2CCN(C)CC2)cc1Br	10	-4	2	i	-4	-2	4	1	7
CC(=O)c1sc2nc(SCC(=O)N3CCCCC3)[nH]c(=O)c2c1C	-48	-14	-46	i	-4	-8	-3	-14	-8
CCOc1ccccc1NC(=O)c1cc(-c2ccncc2)nc2c(Cl)cccc12	-2	8	13	i	1	15	3	-5	0
NS(=O)(=O)c1cccc(NC(=O)COC(=O)Cn2cnc3ccccc32)c1	2	-3	-2	i	2	-8	5	-1	2
COc1ccc(-c2ccc(/C=N/NC(=O)c3cccnc3)o2)c([N+](=O)[O-])c1	-43	-98	52	i	-2	-16	6	-9	-10
COc1ccc(NC(=O)c2ccco2)cc1N	-5	-6	-2	i	-12	-10	-13	7	4
CC(C)N(Cc1ccccc1)C(=O)Cn1c(=O)cnc2ccccc21	1	0	7	i	-3	-3	-1	-3	-2
CCCCOC(=O)CCc1nc2ccccc2[nH]c1=O	-8	-6	-2	i	0	-6	-7	-2	0
COc1ccc(C(C[N+](=O)[O-])n2nc(C)cc2C)cc1 (configuration not stated)	-7	-8	25	i	-6	-1	-14	2	7
CCNS(=O)(=O)c1ccc(NC(=S)N2CCc3ccccc32)cc1	5	1	-58	i	-1	-5	9	0	-2
CC(C)N1CCN(Cc2ccoc2)CC1CCO (configuration not stated)	-5	-4	3	i	-9	-10	2	-1	-5
COc1ccc(NC(=O)COC(=O)C2CCCCC2)c([N+](=O)[O-])c1	-11	3	2	i	-3	1	4	-4	10
CC1(C)CC(=O)C2=C(C1)N(c1ccccc1)C(=O)CC2c1ccc(O)cc1 (configuration not stated)	-12	-1	3	i	-3	-11	0	-2	-1
Cc1occc1C(=O)N/N=C/c1ccc(N(C)C)cc1	6	6	-18	+	-13	2	-15	-2	3
O=C(NC1CCN(C(=S)Nc2ccc(F)cc2)CC1)c1ccco1	-1	3	-49	i	-7	1	-2	3	-1
CCOC1=C2CN(S(=O)(=O)c3ccc(C)cc3)[C@H](c3ccccc3)C[C@@H]2N(S(C)(=O)=O)[C@H](c2ccccc2)C1	-24	-47	-19	i	-5	48	10	8	1
